Screening results: PubChem, Johns Hopkins Ion Channel Center
ANO1 block – blocks the mouse calcium-activated chloride channel TMEM16A; Q8BHY3; HEK293 TMEM16A/YFP iodide influx fluorescence, ionomycin; normalized B-score (activity score, 25-100; higher = stronger inhibition) at 10 µM; 310,000 compounds, 1.2% hits; AID 588511;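 active = ratio plate-corrected score three or more library SD toward inhibition, starting fluorescence score within five deviations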;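 also: score derived from kinetic fluorescence span divided by baseline fluorescence per well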
RGS4 inh – human RGS4 inhibition | P49798 | HEK293 M3R/RGS4 inducible, Fluo-4 calcium flux; active compounds read high; triggered by carbachol at its EC20 | B-score at 10 µM | 310,000 compounds, 0.45% hits | AID 463165;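 active = B-score, a plate-corrected calcium signal, over three deviations above library mean, with baseline fluorescence within five deviations of library mean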;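 also: RGS4 expression induced by doxycycline in cells with stable M3 receptor; B-score is computed from the integrated fluorescence ratio over baseline after carbachol; higher B-score means a larger calcium signal and so more RGS4 inhibition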
ANO1 activ – activators or potentiators of mouse TMEM16A chloride channel; Q8BHY3; 340,000 compounds, 0.3% hits; HEK293 TMEM16A/YFP-H148Q/I152L, iodide quench fluorescence; active compounds read low; B-score at 10 µM;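 active = fluorescence-ratio B-score plate-corrected deviation score at least 3 library SD below zero, with starting fluorescence score within 5 deviations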;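 also: channel opened by trigger with iodide after compound preincubation; score built on the fluorescence ratio of max minus min over baseline; more negative score means more quench and so TMEM16A activation or potentiation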
hERG protect – hERG (human) protection from proarrhythmic block; CHO-hERG, FluxOR thallium flux, dofetilide IC70 present; 310,000 compounds, 0.51% hits; activation (rescue from dofetilide block), less the hit threshold, % at 10 µM;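 active = activation above the mean of controls blocked by dofetilide plus 5 SD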;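 also: thallium influx through hERG after potassium depolarization seen as dye fluorescence rise; in these data hits start at about 4.7%; inactives centre near -7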
Target sequence (Q12809 whole entry, looked up): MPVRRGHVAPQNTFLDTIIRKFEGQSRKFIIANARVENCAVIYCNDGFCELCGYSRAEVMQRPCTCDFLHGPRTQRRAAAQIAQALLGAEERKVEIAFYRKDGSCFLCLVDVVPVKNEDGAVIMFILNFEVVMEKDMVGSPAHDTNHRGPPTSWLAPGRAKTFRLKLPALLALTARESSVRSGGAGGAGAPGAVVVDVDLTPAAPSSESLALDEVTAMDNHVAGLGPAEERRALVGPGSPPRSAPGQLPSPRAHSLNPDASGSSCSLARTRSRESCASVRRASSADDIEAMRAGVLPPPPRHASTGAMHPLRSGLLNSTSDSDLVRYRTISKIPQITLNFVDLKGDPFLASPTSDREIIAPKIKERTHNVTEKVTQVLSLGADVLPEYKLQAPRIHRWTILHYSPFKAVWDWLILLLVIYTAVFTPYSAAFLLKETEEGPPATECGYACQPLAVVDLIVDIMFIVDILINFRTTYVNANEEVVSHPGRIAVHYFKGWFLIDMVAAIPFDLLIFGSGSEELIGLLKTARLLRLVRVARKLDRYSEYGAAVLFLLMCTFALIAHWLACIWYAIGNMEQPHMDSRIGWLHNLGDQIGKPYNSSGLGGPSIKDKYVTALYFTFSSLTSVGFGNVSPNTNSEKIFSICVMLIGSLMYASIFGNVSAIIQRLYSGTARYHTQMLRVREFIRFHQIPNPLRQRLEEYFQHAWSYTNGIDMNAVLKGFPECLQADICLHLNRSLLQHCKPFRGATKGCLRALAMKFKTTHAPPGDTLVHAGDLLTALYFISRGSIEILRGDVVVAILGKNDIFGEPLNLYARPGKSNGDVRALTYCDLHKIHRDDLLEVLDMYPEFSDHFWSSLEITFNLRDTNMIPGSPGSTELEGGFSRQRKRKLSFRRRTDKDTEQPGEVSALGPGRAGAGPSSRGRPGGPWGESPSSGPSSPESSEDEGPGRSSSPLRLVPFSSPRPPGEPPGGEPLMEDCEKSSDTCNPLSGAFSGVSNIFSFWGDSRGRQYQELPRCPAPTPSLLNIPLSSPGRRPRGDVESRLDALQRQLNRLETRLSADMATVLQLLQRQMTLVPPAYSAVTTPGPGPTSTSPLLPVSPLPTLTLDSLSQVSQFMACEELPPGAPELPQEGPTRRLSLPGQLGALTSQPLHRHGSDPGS
KCNQ1 pot – human KCNQ1 channel potentiation or activation; 310,000 compounds, 0.35% hits; CHO-K1 KCNQ1, thallium flux FluxOR fluorescence; active compounds read high; B-score at 10 µM;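 active = fluorescence ratio B-score, a plate-corrected score, at least three library SD, with initial intensity B-score within 5 SD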
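Material: CHO-K1 cells stably expressing KCNQ1. Medium: assay buffer for compound exposure, DMSO matched across wells. Reagent: K+/Tl+ depolarizing stimulus. Compound dosing: single-concentration screen. Times: 37 °C overnight plating, 90-min dark dye load, 20-min compound pretreatment. Technique: FluxOR Tl+ flux fluorescence.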
MrgX1 PAM – human MrgX1 positive allosteric modulation, primary screen. 310,000 compounds, 0.63% hits. MrgX1-HEK293, Fluo-4 calcium flux, FDSS; active compounds read high. B-score at 10 µM;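 active = plate-corrected calcium response at least 3 library SD above typical, normal starting fluorescence, not activating the receptor alone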;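 also: compound read alongside a low EC10 to EC30 dose of BAM8-22 agonist; peak minus trough fluorescence over baseline measured at the second addition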
RGS4 pot – RGS4 potentiation or activation; HEK293 M3R/inducible RGS4, carbachol calcium flux Fluo4; active compounds read low; B-score at 10 µM; 310,000 compounds, 0.92% hits;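 active = B-score of the integrated calcium signal more than 4 SD below the library mean, with starting fluorescence not abnormally high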;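 also: negative B-score means reduced calcium response which marks RGS4 activation or potentiation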
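test system = M3R-expressing HEK293 line, RGS4 induced by doxycycline | probe or stimulus = carbachol at ECmax as muscarinic agonist stimulus | timing = dye loading 30 min 37 °C, buffer rest 30 min RT | signal = calcium dye Fluo4 fluorescence | evaluation = B score from integrated fluorescence ratio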
MrgX1 agonist – agonists of human MrgX1 receptor | 310,000 compounds, 0.44% hits | MrgX1-HEK293 cells, Fluo-4 calcium fluorescence, agonist mode; active compounds read high | B-score at 10 µM | AID 588627;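 active = calcium response B-score plate-corrected fluorescence ratio at least 3 library SD, with starting fluorescence B-score inside 5 SD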
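Test system: Stable human MrgX1 HEK293 cell line | Schedule: Overnight plating before 1 h dye loading | Read-out basis: Baseline-normalised fluorescence change ratio, B-scored | Detection: Kinetic calcium dye fluorescence, Fluo-4 NW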
KCNK9 inh – inhibitors of human KCNK9 two-pore domain potassium channel. Q9NPC2. 310,000 compounds, 1.2% hits. HEK293 KCNK9, FluxOR thallium flux fluorescence; active compounds read low. AID 488922. B-score at 10 µM;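 active = ratio B-score over 3 SD below the library mean, with starting fluorescence within 5 SD of its mean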;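 also: negative B-score means less thallium flux so channel inhibition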
KCNK3 block – human KCNK3 channel inhibition, primary screen; CHO-KCNK3 thallium flux, FluxOR fluorescence; active compounds read low; 340,000 compounds, 0.84% hits; B-score at 10 µM; O14649;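 active = B-score under library mean minus 4 SD, starting fluorescence ratio at most library mean plus 5 SD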;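 also: more negative B-score means stronger inhibition of thallium flux through KCNK3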
KCNQ1 inh – inhibitors of human KCNQ1 potassium channel | B-score at 10 µM | 310,000 compounds, 1.3% hits | P51787 | CHO-K1 KCNQ1, FluxOR thallium flux fluorescence; active compounds read high;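 active = compounds whose thallium flux B-score, printed positive for inhibition, exceeds three library SD while starting fluorescence stays within three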;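 also: channel opened by potassium depolarization with thallium stimulus after 20 min compound exposure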
The depositor's hits bear a star; i = inactive; / = no result given.

SMILES,ANO1 block,RGS4 inh,ANO1 activ,hERG protect,KCNQ1 pot,MrgX1 PAM,RGS4 pot,MrgX1 agonist,KCNK9 inh,KCNK3 block,KCNQ1 inh
O=C(O)CCCCCN1C(=O)/C(=C\c2ccncc2)SC1=S,i,i,i,-4.2,i,i,i,34.3*,i,i,i
COc1cccc(Nc2c3c(nc4c(-c5ccccc5)c(C)nn24)CCC3)c1,i,i,i,-9.9,i,i,i,i,i,i,i
COc1ccc(OC)c(NC(=O)COC(=O)/C=C/c2ccccc2Cl)c1,i,i,i,-8.7,i,i,i,i,i,i,i
CSc1nnc(Cc2cc(=O)[nH]c(=O)[nH]2)n1-c1cccc(C)c1,i,i,i,-7.2,i,i,i,i,i,i,i
COc1ccc(C2OCC3(CO2)SC(=O)NC3=O)cc1 (configuration not stated),i,i,i,-4.2,i,i,i,i,i,i,i
Cc1ccc(NC(=O)CN(C)CC(=O)Nc2cccc(F)c2)cc1[N+](=O)[O-],100*,i,i,-5.4,i,i,i,i,i,i,i
CS(=O)(=O)N(CC(=O)N1CCN(Cc2ccccc2)CC1)Cc1ccccc1,i,i,i,-4.6,i,i,i,i,i,i,i
Cc1ccc(CS/C(Nc2ccccc2C)=C(\C#N)C(=O)NCc2ccco2)c(C)c1,i,i,i,-17.4,i,i,i,i,i,i,i
COc1cccc(CN(C(=O)COc2ccc(Cl)cc2)C2CCS(=O)(=O)C2)c1 (configuration not stated),i,i,i,-8.0,i,i,i,i,i,i,i
COc1ccc(Cn2c(=O)[nH]c3cc(C(=O)NCCc4ccc(S(N)(=O)=O)cc4)ccc3c2=O)cc1,i,i,i,-3.8,i,i,i,i,i,i,i
CC1(C)CNc2cc(N)ccc2S1,i,i,i,-0.8,i,i,i,i,i,i,i
COC(=O)CCC(=O)Nc1cccc([N+](=O)[O-])c1,i,i,i,-3.9,i,i,i,i,i,i,i
CC(=O)OCc1c(C)cc(C)c(/C=C(/C#N)C(N)=O)c1C,i,i,i,-4.7,i,i,i,i,i,i,i
O=S(=O)(c1ccc(Br)cc1)N1CCn2c(nc3ccccc32)C1,i,i,i,-6.0,i,i,i,i,i,i,i
COc1ccc2c(OC)cc(-c3ccccc3)nc2c1,i,i,/,-9.2,i,i,i,i,i,i,i
CCCCn1nnc(NC(=O)c2ccc(-c3cccc([N+](=O)[O-])c3)o2)n1,i,i,/,21.6*,i,i,i,i,i,/,i
Cc1cc(C)c(NC(=O)Cn2nnc(C(=O)NCc3cccs3)c2N)c(C)c1,i,i,i,-9.8,i,i,i,i,i,i,i
Cc1ccc(S(=O)(=O)Nc2ccc3c(c2)nc(CCN2CCOCC2)n3C)cc1,i,i,i,-6.3,i,i,i,i,i,i,i
O=C(c1ccc(CS(=O)Cc2ccc(Cl)cc2)o1)N1CCN(c2ccccc2)CC1 (configuration not stated),i,i,i,-10.6,i,i,i,i,i,i,i
Cn1nc(OC(=O)Nc2ccc(F)cc2)cc1C(F)(F)F,i,i,i,-4.0,i,i,i,i,i,i,i
OCCN1CCN(Cc2cc(Br)cc(Br)c2O)CC1,i,i,i,-11.3,i,i,i,i,i,i,i
Cc1cnc(NC(=O)CN2CCN(c3ccccc3F)CC2)s1,i,i,i,-3.1,i,i,i,i,i,i,i
COc1ccc(CN2CCN(CC=C(C)C)C(CCO)C2)cc1Cn1cccn1 (configuration not stated),i,i,i,-4.1,i,i,i,28.2*,i,i,i
COc1ccc(S(=O)(=O)NC2(C(F)(F)F)N=C3SCCN3C2=O)cc1 (configuration not stated),i,i,i,-6.2,i,i,i,i,i,i,i
CCCS(=O)(=O)N1CCC(C(=O)NCCN2CCC(Cc3ccccc3)CC2)CC1,i,i,i,2.2,i,i,i,i,i,i,i
Cc1ccc(C(=O)NCCCNC(=O)c2ccccc2F)cn1,i,i,i,-4.5,i,i,i,i,i,i,i
COc1ccc(OC)c(C(=O)CSc2nnc(-c3cccs3)n2C)c1,i,i,i,-4.4,i,i,i,i,i,i,i
Cc1[nH]c(=O)[nH]c(=O)c1/C=N/NC(=O)[C@H](C)N,i,i,i,-6.1,i,i,i,i,i,i,i
Cc1ccc(CCC(=O)Nc2ccc(CC(=O)O)cc2)o1,i,i,i,-4.4,i,i,i,i,i,i,i
O=C(Nc1cc(C(F)(F)F)ccc1N1CCOCC1)c1ccc(Cl)nc1,i,i,i,-7.9,i,i,i,i,i,i,i
COc1ccc(NC(=O)Nc2c[nH]c(=O)[nH]c2=O)cc1OC,i,i,i,-0.3,i,i,i,i,i,i,i
Cc1ccc2[nH]c(=O)c3cc(C(=O)NC(C)C)sc3c2c1,i,i,i,0.2,i,i,i,i,i,i,i
CCCc1c(NC(=O)Nc2ccc(F)cc2)cnn1-c1ccc(Cl)cc1,i,i,i,-11.7,i,i,i,i,i,i,i
CN(C)c1nc(N(C)C)nc(N2CC(=O)N(c3ccccc3)C2=N)n1,i,i,i,-2.2,i,i,i,i,i,i,i
CCOCCCNc1nc2c(C)cccn2c(=O)c1/C=C1\SC(=S)N(C(C)CC)C1=O (configuration not stated),i,i,i,-15.7,i,i,i,i,i,i,7*
CCn1ncc(S(=O)(=O)NCc2ccccc2Cl)c1C,i,i,i,-7.6,i,i,i,i,i,i,i
CC(=O)Nc1nc2c(c3c1c(=O)oc1ccccc13)CCCC2,/,i,/,-16.5,i,/,i,/,i,/,i
CS(=O)(=O)c1ccc(Cl)c(NC(=O)COC(=O)/C=C/c2cnc3ccccc3n2)c1,i,i,i,-9.5,i,i,i,i,i,i,i
CC1CCC2(CC1)NC(=O)N(CC(=O)c1ccc(Cl)s1)C2=O (configuration not stated),i,i,i,-7.1,i,i,i,i,i,i,i
O=C(COc1ccccc1)Nc1ccc(Cl)cc1Cl,i,i,/,-2.6,i,i,i,i,i,/,i
OCC#CCSc1nnc(-c2ccccc2Br)o1,i,i,i,-12.0,i,i,i,i,i,i,i
CCCC1CCC(c2ccc(/C(N)=N/O)cc2)CC1 (configuration not stated),i,i,i,-19.3,i,i,i,i,i,i,i
CCOC(=O)C1=C(C)NC(=O)NC1c1c(O)ccc2ccccc12 (configuration not stated),i,i,i,-15.4,i,i,i,i,i,i,i
C[C@H](NC(=O)OC(C)(C)C)C(=O)N/N=C/c1ccc2nccnc2c1,i,i,i,-5.5,i,i,i,i,i,i,i
CCC(C)NS(=O)(=O)c1ccc(-c2csnn2)s1 (configuration not stated),i,i,i,-4.3,i,i,i,i,i,i,i
Cc1ccc(C(=O)N/N=C/c2c(O)ccc3ccccc23)cn1,i,i,i,-0.1,i,i,i,i,i,i,i
CCOc1ccc(-c2cn(-c3cccc(SC)c3)c(=O)[nH]2)cc1,i,i,i,-9.9,i,i,i,i,i,i,i
Cc1ccc(CSCCNS(=O)(=O)c2ccc(C)cc2)cc1,i,i,i,-3.1,i,i,i,i,i,i,i
COc1ccc(N(C(=O)C(C)C)S(=O)(=O)c2cccc([N+](=O)[O-])c2)cc1,i,i,i,-4.6,i,i,i,i,i,i,i
CCOC(=O)N1CCC(NC(=O)CN2C(=O)COc3ccc(C(C)(C)C)cc32)CC1,i,i,i,-10.1,i,i,i,i,i,i,i
CCCC(=O)Nc1ccc(-c2csc(N/N=C\c3ccncc3)n2)cc1,i,i,i,-8.3,i,i,-7.16*,i,i,-8.8*,i
O=C(COc1ccccc1)Nc1ccc(S(=O)(=O)Nc2ncccn2)cc1,i,i,i,-6.7,i,i,i,i,i,i,i
CC(=O)Nc1ccc(NC(=O)COC(=O)c2c3c(nc4ccccc24)CCN(Cc2ccccc2)C3)cc1,i,i,i,-7.7,i,i,i,i,i,i,i
NC(=S)NNC(=O)c1ccccc1,i,i,i,-3.5,i,i,i,i,i,i,i
COc1ccc(CCC(=O)NCc2cn3ccccc3n2)cc1,i,i,i,-10.0,i,i,i,i,i,i,i
CCOc1ncccc1C(=O)N(C)CC1COc2ccccc2O1 (configuration not stated),i,i,i,-9.2,i,i,i,i,i,i,i
O=C1C2CC=C(Cl)CC2C(=O)N1CNc1ccccn1 (configuration not stated),i,i,i,-8.4,i,i,i,i,i,i,i
CC1CCCCC12NC(=O)N(CC(=O)Nc1ccccc1N1CCOCC1)C2=O (configuration not stated),i,i,i,-10.8,i,i,i,i,i,i,i
CCOc1ccc(OCc2ccc(C(=O)O)o2)cc1,i,i,i,-10.7,i,i,i,i,i,i,i
COc1ccc(C(=O)Nc2ccc(N3CCCC3)cc2)cc1,i,i,i,-13.2,i,i,i,i,i,i,i

Going on with the list.
SMILES,ANO1 block,RGS4 inh,ANO1 activ,hERG protect,KCNQ1 pot,MrgX1 PAM,RGS4 pot,MrgX1 agonist,KCNK9 inh,KCNK3 block,KCNQ1 inh
O=C(Nc1cccc(Cl)c1)Nc1ccc2c(c1)OCO2,i,i,i,-14.5,i,i,i,i,i,i,i
COc1ccc(S(=O)(=O)CCC(=O)Nc2c(C)cccc2C)cc1,i,i,i,-4.6,i,i,i,i,i,i,i
CCCCCCc1ccc(OC(=O)c2ccncc2)cc1,i,i,i,-7.5,i,i,i,i,i,i,i
N#C/C(=C\c1cccnc1)C(=O)Nc1ccc(SC(F)F)cc1,i,i,i,-9.8,i,i,i,i,i,i,i
CN1CCN(S(=O)(=O)c2ccc3c(c2)OCCO3)CC1,i,i,i,-1.8,i,i,i,i,i,i,i
CC1(C)CC(=O)C2=C(C1)N(CC1CCCO1)C(=O)C2(NC(=O)c1cccnc1)C(F)(F)F (configuration not stated),i,i,i,-9.6,i,i,i,i,i,i,i
CCn1c(CNc2ccc(OC)cc2)nnc1SCC(=O)c1ccc(OC)cc1,i,i,i,-13.4,i,i,i,i,i,i,i
Cc1nn(C)cc1CN(C)C(=O)CC12CC3CC(CC(C3)C1)C2,i,i,i,-3.4,i,i,i,i,i,i,i

Compounds as they come (roughly 6.3% active in at least one column).
